# Compound activity: PubChem BioAssay, Broad Institute
# EZH2 inh: blocks human EZH2/PRC2 H3K27 methylation | Q15910 | AID 651548 | actives 0.35% (n = 57,000) | inhibition, % at 12.5 µM | DELFIA TRF, 1 h;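 active = mean inhibition of replicates at least 50% and every single replicate also reaching 50%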;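 also: dimethyl H3K27 on biotinylated H3 21-44 peptide detected by antibody; plate controls were median neutral control wells for no effect and median positive control wells for full effect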
# Target sequence (Q15910 whole entry, looked up): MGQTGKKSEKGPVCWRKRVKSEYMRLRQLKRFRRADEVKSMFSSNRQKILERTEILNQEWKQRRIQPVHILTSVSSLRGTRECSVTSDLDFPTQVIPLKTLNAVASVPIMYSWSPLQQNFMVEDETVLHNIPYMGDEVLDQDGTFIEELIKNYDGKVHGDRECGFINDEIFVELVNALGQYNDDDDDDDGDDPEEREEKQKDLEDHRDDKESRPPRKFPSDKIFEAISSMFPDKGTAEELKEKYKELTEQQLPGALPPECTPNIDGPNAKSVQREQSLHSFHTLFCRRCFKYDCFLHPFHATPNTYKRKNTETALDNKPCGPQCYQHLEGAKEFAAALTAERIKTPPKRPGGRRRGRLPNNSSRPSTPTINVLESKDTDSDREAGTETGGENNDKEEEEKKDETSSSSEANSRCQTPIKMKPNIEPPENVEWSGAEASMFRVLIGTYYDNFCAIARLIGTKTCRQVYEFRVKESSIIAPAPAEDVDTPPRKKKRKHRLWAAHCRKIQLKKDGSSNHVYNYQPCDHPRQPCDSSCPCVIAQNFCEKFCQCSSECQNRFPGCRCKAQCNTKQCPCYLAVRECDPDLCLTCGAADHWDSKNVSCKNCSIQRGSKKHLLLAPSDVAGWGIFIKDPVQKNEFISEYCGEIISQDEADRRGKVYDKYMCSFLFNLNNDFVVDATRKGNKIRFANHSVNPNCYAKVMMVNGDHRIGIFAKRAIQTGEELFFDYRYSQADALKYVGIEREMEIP
# IDH1 mut inh: inhibitors of human IDH1 R132H; IDH1 R132H reductase, diaphorase/resazurin fluorescence, 60 min; inhibition, % at 10 µM; actives 0.18% (n = 70,000); in the data active = inhibition above about 34%;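 also: 0% = DMSO and 100% = no enzyme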
# Active calls of the source: *; · = not tested or not shown. The list is partial. The share of hits here may be higher or lower than overall.
SMILES,EZH2 inh,IDH1 mut inh
Cc1noc(C)c1NC(=O)Nc1ccc2c(c1)C(=O)N([C@@H](C)CO)C[C@@H](C)[C@@H](CN(C)C(=O)Nc1ccc3c(c1)OCO3)O2,·,1.0
O=C(C[C@H]1CC[C@H](NC(=O)Nc2ccc3c(c2)OCO3)[C@@H](CO)O1)NCc1ccccc1,0,0.0
C[C@H]1CN([C@@H](C)CO)C(=O)c2cccc(NC(=O)C3CCOCC3)c2O[C@@H]1CN(C)Cc1ccccc1,-3,0.9
Cc1noc(C)c1NC(=O)N[C@H]1CC[C@H](CC(=O)N2CCCCC2)O[C@@H]1CO,5,0.3
CO[C@H]1CN(C)C(=O)c2cc(NC(=O)C3CC3)ccc2OC[C@H](C)N(Cc2ccncc2)C[C@H]1C,1,0.2
Cc1noc(C)c1NC(=O)Nc1cccc2c1O[C@@H](CN(C)S(=O)(=O)c1cn(C)cn1)[C@@H](C)CN([C@@H](C)CO)C2=O,·,0.5
COc1ccc(CSc2ncn[nH]2)cc1[N+](=O)[O-],·,0.4
COc1ccc(S(=O)(=O)N(C)C[C@@H]2Oc3ccc(NC(=O)Nc4c(C)noc4C)cc3CC(=O)N([C@H](C)CO)C[C@H]2C)cc1,·,-0.1
CO[C@H]1CN(C)C(=O)c2cc(NC(=O)Nc3ccccc3F)ccc2OC[C@@H](C)N(CCC(F)(F)F)C[C@@H]1C,-16,0.1
COc1ccc(S(=O)(=O)Nc2ccc3c(c2)C(=O)N([C@@H](C)CO)C[C@@H](C)[C@H](CN(C)C(=O)NC2CCCCC2)OCCCC[C@@H](C)O3)cc1,·,5.1
C[C@@H]1CN([C@@H](C)CO)C(=O)c2cccc(NS(C)(=O)=O)c2O[C@H]1CN(C)CC1CCCCC1,-3,1.7
C[C@@H]1CN([C@H](C)CO)C(=O)c2cc(NC(=O)C3CCCCC3)ccc2O[C@H]1CN(C)CC1CCCCC1,·,0.7
Cc1noc(C)c1NC(=O)N[C@@H]1CC[C@@H](CCNC(=O)C2CCOCC2)O[C@H]1CO,19,-0.5
C[C@@H]1CN([C@@H](C)CO)C(=O)c2cc(NC(=O)Nc3cccc4ccccc34)ccc2O[C@@H](C)CCCCO[C@@H]1CN(C)S(=O)(=O)c1ccc(Cl)cc1,·,1.2
N#C/C(=C/c1ccc(O)c(O)c1)C(=O)OCCc1cccs1,10,-0.2

# A second format for 2 compounds above:
# Under each structure – EZH2 inh | IDH1 mut inh
C[C@H]1CN([C@@H](C)CO)C(=O)c2cccc(NC(=O)C3CCOCC3)c2O[C@@H]1CN(C)Cc1ccccc1
 : -3 | 0.9
O=C(C[C@H]1CC[C@H](NC(=O)Nc2ccc3c(c2)OCO3)[C@@H](CO)O1)NCc1ccccc1
 : 0 | 0.0

# More results follow:
SMILES,EZH2 inh,IDH1 mut inh
C[C@@H]1CN([C@@H](C)CO)C(=O)c2cc(-c3cccc(F)c3)cnc2O[C@H]1CN(C)C(=O)Nc1ccccc1F,13,2.8
O=C(C[C@@H]1C[C@@H]2c3cc(NC(=O)c4ccc5c(c4)OCO5)ccc3O[C@@H]2[C@H](CO)O1)NCc1cccc(F)c1,-3,-0.1
O=C(N[C@@H]1CC[C@@H](CCNS(=O)(=O)c2ccccc2Cl)O[C@@H]1CO)c1ccccc1,-4,-0.5
COc1cccc(-c2cnc3c(c2)C(=O)N([C@@H](C)CO)C[C@@H](C)[C@@H](CN(C)C(C)=O)O3)c1,-14,0.0
C[C@@H]1CN([C@@H](C)CO)C(=O)Cc2cc(NS(=O)(=O)c3cn(C)cn3)ccc2O[C@@H]1CN(C)Cc1ccc(C(=O)O)cc1,·,2.8
O=C(C[C@H]1CC[C@@H](NC(=O)Nc2cc(F)ccc2F)[C@@H](CO)O1)Nc1ccccc1,-3,0.1
CC(=O)N(C)C[C@@H]1Oc2ncc(C#C[C@@H](C)O)cc2C(=O)N([C@@H](C)CO)C[C@H]1C,-6,·
O=C(C[C@H]1C[C@H]2c3cc(NC(=O)Cc4ccncc4)ccc3O[C@H]2[C@H](CO)O1)NCc1ccccn1,-2,-0.3
NCC[C@@H]1CC[C@@H](NC(=O)C2CCCCC2)[C@H](CO)O1,-7,-0.2
Cc1noc(C)c1NC(=O)Nc1ccc2c(c1)CC(=O)N([C@H](C)CO)C[C@H](C)[C@@H](CN(C)C(=O)NC(C)C)O2,·,1.4
C[C@@H]1CN([C@H](C)CO)C(=O)c2cc(C#Cc3cccc(F)c3)cnc2O[C@@H]1CN(C)C(=O)c1ccccc1F,-24,-0.6
O=C(CSc1nc(-c2ccccc2)cc(=O)[nH]1)Nc1ccc(Br)cc1,4,0.3
CCCC#Cc1ccc2c(c1)O[C@H](CN(C)C(=O)NC(C)C)[C@@H](C)CN([C@H](C)CO)S2(=O)=O,-21,-0.5
COc1ccc(S(=O)(=O)N(C)C[C@@H]2Oc3ccc(NC(=O)Nc4cccc5ccccc45)cc3CC(=O)N([C@H](C)CO)C[C@H]2C)cc1,·,0.1
C[C@H](CO)N1C[C@H](C)[C@H](CN(C)S(=O)(=O)c2cn(C)cn2)Oc2ccc(NC(=O)CCN3CCOCC3)cc2CC1=O,·,-0.6
CC(C)NC(=O)N[C@@H]1CC[C@H](CCNC(=O)C2CCCC2)O[C@H]1CO,10,-0.1
CC(C)NC(=O)Nc1ccc2c(c1)C(=O)N([C@H](C)CO)C[C@@H](C)[C@H](CN(C)Cc1ccc(C(F)(F)F)cc1)O2,·,1.3
COc1ccc(OC)c(S(=O)(=O)N2CCC(C(=O)Nc3cccc(C(C)=O)c3)CC2)c1,-3,0.0
CC(C)CNC(=O)[C@@]1(c2ccc([N+](=O)[O-])cc2)CC(=O)N(CC23CC4CC(CC(C4)C2)C3)[C@@H]1c1ccc(CO)cc1,-10,·
CC(C)NC(=O)Nc1cccc2c1O[C@H](CN(C)C(=O)Nc1ccccc1)[C@@H](C)CN([C@H](C)CO)C2=O,10,1.2
O=C(N1CCCCC1)[C@@]1(CCS(=O)(=O)c2ccccc2)N=C(c2ccc(OCCCO)cc2)O[C@H]1c1ccccc1,17,·
COc1ccc(NC(=O)N(C)C[C@@H]2Oc3ccc(NS(=O)(=O)c4c(C)noc4C)cc3C(=O)N([C@H](C)CO)C[C@@H]2C)cc1,·,-0.5
CO[C@H]1CN(C)C(=O)c2cc(NC(C)=O)ccc2OC[C@H](C)N(C(=O)c2ccc(F)cc2)C[C@H]1C,2,0.3
O=C(C[C@@H]1C=C[C@@H](NC(=O)CCN2CCCCC2)[C@@H](CO)O1)Nc1nccs1,-8,0.0
COC(=O)C1=C2CC[C@H](CO)NC(=O)N[C@H](Cc3ccccc3)C(=O)NCc3cn(nn3)C[C@@H](Cc3ccccc3)NC(=O)c3oc(c(C(=O)OC)c3C(=O)OC)CC[C@H](CO)NC(=O)N[C@H](Cc3ccccc3)C(=O)NCc3cn(nn3)C[C@@H](Cc3ccccc3)NC(=O)C(=C1C(=O)OC)O2,-23,·
C[C@@H]1CCCCO[C@@H](CN(C)CC2CCCCC2)[C@H](C)CN([C@@H](C)CO)C(=O)c2cc(NC(=O)CCCN(C)C)ccc2O1,-10,·
COC(=O)c1c(NC(=S)Nc2nc(C)cc(C)n2)sc2c1CCC2,-28,0.2
CCOC(=O)c1c(-c2cccs2)csc1/N=C/c1c(O)n(C)c2ccccc12,-25,0.2
C[C@@H]1CCCCO[C@@H](CN(C)S(=O)(=O)c2ccccc2)[C@@H](C)CN([C@@H](C)CO)C(=O)c2cc(NC(=O)Nc3ccccc3)ccc2O1,·,-0.9
COc1ccc(NC(=O)N(C)C[C@H]2Oc3c(NC(=O)C4CC4)cccc3C(=O)N([C@@H](C)CO)C[C@@H]2C)cc1,·,2.2
O=c1c(-c2ccc(O)cc2)coc2cc(O[C@@H]3O[C@H](CO)[C@@H](O)[C@H](O)[C@H]3O)cc(O)c12,·,0.2
CO[C@@H]1CN(C)C(=O)c2cc(NS(=O)(=O)c3ccccc3C)ccc2OC[C@H](C)NC[C@@H]1C,3,-0.4
CO[C@H]1CN(C)C(=O)c2ccc(NC(=O)c3ccccc3F)cc2OC[C@@H](C)N(C(C)=O)C[C@@H]1C,2,-0.1
C[C@@H]1CN([C@@H](C)CO)S(=O)(=O)c2ccc(C#CC3CC3)cc2O[C@H]1CN(C)C(=O)CN(C)C,-7,-1.0
C[C@@H]1CN([C@H](C)CO)C(=O)c2cc(Br)cnc2O[C@H]1CN(C)C(=O)c1cccnc1,2,5.9
CC(C)NC(=O)Nc1ccc2c(c1)CC(=O)N([C@@H](C)CO)C[C@@H](C)[C@H](CN(C)Cc1ccccc1)O2,-2,0.9
O=C(COc1cccc(C(F)(F)F)c1)Nc1cccnc1,14,0.1
CCO[C@@H]1OC(C(=O)N2CCCCCCC2)=C[C@H](C)[C@H]1CCCO,-1,·
CO[C@H]1CN(C)C(=O)c2cc(NC(=O)Nc3ccc(F)cc3)ccc2OC[C@@H](C)NC[C@H]1C,4,-0.6
Cc1nn(C(C)C(=O)Nc2ccc(F)c(Cl)c2)c(C)c1[N+](=O)[O-] (stereo not drawn),-4,0.6
CS(=O)(=O)Nc1ccc2c(c1)[C@H]1C[C@H](CC(=O)NCc3cccc(F)c3)O[C@H](CO)[C@H]1O2,-4,3.7
Cc1ccc(S(=O)(=O)Nc2ccc3c(c2)C(=O)N([C@H](C)CO)C[C@@H](C)[C@@H](CN(C)C(=O)Nc2ccc4c(c2)OCO4)OCCCC[C@H](C)O3)cc1,·,0.9
COc1cccc(S(=O)(=O)N(C)C[C@H]2OCc3ccccc3-c3ccccc3C(=O)N([C@H](C)CO)C[C@H]2C)c1,-10,-9.6
C[C@H](CO)N1C[C@H](C)[C@H](CN(C)C(=O)Nc2ccccc2F)OCc2cnnn2CCCC1=O,·,0.9
O=C(C[C@H]1CC[C@@H](NC(=O)C2CC2)[C@H](CO)O1)NC1CCC1,4,0.1

# Some of the entries so far, as tab-separated lines:
SMILES	EZH2 inh	IDH1 mut inh
O=c1c(-c2ccc(O)cc2)coc2cc(O[C@@H]3O[C@H](CO)[C@@H](O)[C@H](O)[C@H]3O)cc(O)c12	·	0.2
CO[C@@H]1CN(C)C(=O)c2cc(NS(=O)(=O)c3ccccc3C)ccc2OC[C@H](C)NC[C@@H]1C	3	-0.4
CO[C@H]1CN(C)C(=O)c2ccc(NC(=O)c3ccccc3F)cc2OC[C@@H](C)N(C(C)=O)C[C@@H]1C	2	-0.1
C[C@@H]1CN([C@@H](C)CO)S(=O)(=O)c2ccc(C#CC3CC3)cc2O[C@H]1CN(C)C(=O)CN(C)C	-7	-1.0
C[C@@H]1CN([C@H](C)CO)C(=O)c2cc(Br)cnc2O[C@H]1CN(C)C(=O)c1cccnc1	2	5.9
CC(C)NC(=O)Nc1ccc2c(c1)CC(=O)N([C@@H](C)CO)C[C@@H](C)[C@H](CN(C)Cc1ccccc1)O2	-2	0.9
O=C(COc1cccc(C(F)(F)F)c1)Nc1cccnc1	14	0.1
CCO[C@@H]1OC(C(=O)N2CCCCCCC2)=C[C@H](C)[C@H]1CCCO	-1	·
CO[C@H]1CN(C)C(=O)c2cc(NC(=O)Nc3ccc(F)cc3)ccc2OC[C@@H](C)NC[C@H]1C	4	-0.6
Cc1nn(C(C)C(=O)Nc2ccc(F)c(Cl)c2)c(C)c1[N+](=O)[O-] (stereo not drawn)	-4	0.6

# (continued)
SMILES,EZH2 inh,IDH1 mut inh
CC(C)C#Cc1cnc2c(c1)C(=O)N([C@H](C)CO)C[C@H](C)[C@H](CN(C)C(=O)Nc1ccc(F)cc1)O2,-10,1.4
C[C@H](CO)N1C[C@H](C)[C@@H](CN(C)Cc2ccc(Cl)c(Cl)c2)Oc2ccc(NC(=O)Nc3ccc(F)cc3)cc2C1=O,·,-1.3
CC(C)NC(=O)NCC[C@H]1CC[C@H](NC(=O)Nc2ccccc2)[C@@H](CO)O1,1,0.5
C[C@@H]1CN([C@H](C)CO)C(=O)c2cccc(NC(=O)c3cnccn3)c2O[C@H]1CN(C)S(=O)(=O)c1cn(C)cn1,·,2.5
C[C@@H]1CN([C@@H](C)CO)C(=O)c2cc(NC(=O)Nc3cccc4ccccc34)ccc2O[C@@H]1CN(C)C(=O)Nc1cccc2ccccc12,·,-0.2
C[C@@H]1CN([C@H](C)CO)C(=O)Cc2cc(NS(=O)(=O)c3cccs3)ccc2O[C@H]1CN(C)C(=O)Nc1ccc(F)cc1,·,1.0
C/C=C/c1cnc2c(c1)C(=O)N([C@@H](C)CO)C[C@H](C)[C@H](CN(C)S(=O)(=O)c1ccccc1)O2,·,1.7
CC(C)NC(=O)N(C)C[C@@H]1OCCCC[C@@H](C)Oc2ccc(NC(=O)CCC(F)(F)F)cc2C(=O)N([C@@H](C)CO)C[C@@H]1C,6,-1.7
C[C@H]1CN([C@@H](C)CO)C(=O)c2cccc(NC(=O)NC3CCCCC3)c2O[C@@H]1CN(C)S(=O)(=O)c1cccs1,·,0.4
CO[C@@H]1CN(C)C(=O)c2ccc(NC(=O)c3ccno3)cc2OC[C@H](C)N(C(=O)C2CCC2)C[C@@H]1C,0,0.1
C[C@H]1CN([C@@H](C)CO)C(=O)c2cccc(NC(=O)Nc3ccc(C(F)(F)F)cc3)c2O[C@@H]1CN(C)S(C)(=O)=O,·,0.2
O=C(C[C@H]1CC[C@H](NS(=O)(=O)c2ccc(F)cc2)[C@@H](CO)O1)NCCc1ccncc1,-1,0.6
O=[N+]([O-])c1ccc2nc(CSc3ncnc4ccccc34)[nH]c2c1,-5,0.9
COC(=O)C[C@H]1CC[C@@H](NS(=O)(=O)c2ccccc2F)[C@@H](CO)O1,4,0.0
CC(C)NC(=O)N(C)C[C@H]1OCCCC[C@H](C)Oc2ccc(NC(=O)Nc3ccccc3)cc2C(=O)N([C@H](C)CO)C[C@@H]1C,3,0.5
O=C(N[C@H]1C=C[C@H](CC(=O)N2CCCCC2)O[C@@H]1CO)c1cccc(F)c1,3,0.0
C[C@@H]1CN([C@H](C)CO)C(=O)CCCn2nncc2CO[C@H]1CN(C)C(=O)CCCN(C)C,·,0.9
C[C@H]1CN([C@@H](C)CO)C(=O)c2cc(NC(=O)Cc3ccccc3)ccc2O[C@H]1CN(C)S(=O)(=O)c1cccs1,·,-0.6
COc1ccc(CN(C)C[C@H]2Oc3c(NC(=O)CCCCCC(=O)Nc4ccccc4N)cccc3C(=O)N([C@H](C)CO)C[C@@H]2C)cc1,18,·
